# Source: PubChem BioAssay (several laboratories)
# PMI inhibitors: inhibitors of human PMI, primary screen, biochemical, fluorescence intensity, coupled assay (AID 1209); purified PMI enzyme, coupled fluorescence intensity; higher % means a stronger effect; one-dose inhibition, % at 20 µM; IC50 in µM for titrated hits; 0.42% of 190,000 active;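 also: plate controls were DMSO vehicle for no effect and wells lacking substrate for full effect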
# T cell modulator: T cell immune modulation candidate; 2C CD8+ T cell-vesicle binding, flow cytometry; stronger effect = lower value; calls only at 7 µM; 0.068% of 330,000 active;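 active = response, share of CD8 T cells binding vesicles, and their 90th percentile fluorescence all below set limits, cut at about 80% in these data, passing the limit was not always enough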
#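 Test system: purified 2C TCR transgenic mouse naive CD8+ T cells. Probe or stimulus: QL9-peptide-loaded Drosophila micro-vesicles bearing Ld, ICAM-1 and B7-1. Incubation: binding step 1.5 h, 37 °C, antibody labelling 20 min, ice. Measured by: flow cytometry of vesicle-bound cells.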
# TNAP activators: stimulation of alkaline phosphatase TNAP activity – biochemical, luminescent, no phosphate acceptor, uHTS, primary screen (AID 1001). activation fold at 20 µM, or EC50 in µM where a hit was titrated. 0.03% of 200,000 active. purified TNAP, luminescent activation assay, no phosphate acceptor; higher activation fold means a stronger effect; in the data active = activation fold from about 3, or a potency from the dose series; inactive = the rest, 99 in 100 with activation fold below about 1.6; also: many of its hits are not listed in these tables
# West Nile virus CPE: inhibition of WNV-induced cytopathic effect – cell-based, CPE readout (AID 1621); West Nile virus-infected cells, CPE inhibition; higher % means a stronger effect; CPE inhibition, % at 10 µM, or IC50 in µM where a hit was titrated; 0.02% of 290,000 active; in the data active = a potency from the dose series; inconclusive = CPE inhibition mostly from about 3.7% at the one dose, without a potency; inactive = the rest, 99 in 100 with CPE inhibition below about 2.2%; also: strong numbers were not always called active
# P. falciparum M17LAP: P. falciparum M17LAP inhibitors, primary screen, biochemical, fluorogenic H-Leu-NHMec substrate, 1536-well (AID 1619); recombinant M17LAP, H-Leu-NHMec fluorogenic kinetic assay; higher % means a stronger effect; inhibition, % at 30 µM, or IC50 in µM where a hit was titrated; 0.38% of 220,000 active;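 active = compound inhibiting the enzyme by more than half at any dose during confirmatory dose-response retesting; inconclusive = strong single-dose inhibitors picked by rank but not retested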;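 also: plate controls were full reaction with DMSO carrier for no effect and no enzyme background for full effect; strong numbers were not always called active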
# PMI inhibition: human PMI inhibitors, high substrate, primary screen, biochemical, fluorescence intensity, high mannose 6-phosphate (AID 1220); recombinant PMI enzyme, coupled fluorescence intensity; higher % means a stronger effect; one-dose inhibition, % at 20 µM; IC50 in µM for titrated hits; 0.66% of 190,000 active
# M1AAP inhibition: malaria alanyl aminopeptidase activity blockers – biochemical, fluorogenic H-Leu-NHMec substrate, 1536-well (AID 1445) | recombinant M1AAP, H-Leu-NHMec fluorogenic kinetic assay; higher % means a stronger effect | one-dose inhibition, % at 30 µM; IC50 in µM for titrated hits | 0.42% of 220,000 active;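 active = primary inhibition above the hit cutoff, then over 50% inhibition at one or more dose response concentrations, cut at about 23% in these data, passing the limit was not always enough; inconclusive = conflicting primary data, or primary hits not chosen for dose response; inactive = low primary inhibition, or under 50% at every dose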;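 also: plate controls were DMSO full reaction for no effect and no enzyme background for full effect; strong numbers were not always called active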
# RSV CPE inhibition: RSV antiviral activity via CPE protection, HEp-2 cells, primary 10 µM value included (AID 2391); HEp-2 cells, RSV-induced CPE inhibition; higher % means a stronger effect; one-dose CPE inhibition, % at 10 µM; IC50 in µM for titrated hits; 0.13% of 310,000 active; in the data active = a potency from the dose series; inconclusive = CPE inhibition mostly from about 23% at the one dose, without a potency; inactive = the rest, 99 in 100 with CPE inhibition below about 21%; also: strong numbers were not always called active
# K1F lysis inhibition: inhibition of K1F phage lysis, E. coli UTI89, bacterial capsule biogenesis inhibitors, alamar blue (AID 488966); E. coli UTI89 K1F phage lysis, alamar blue, 2 h; higher % means a stronger effect; one-dose inhibition, % at 100 µM; IC50 in µM for titrated hits; 0.02% of 340,000 active;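 active = phage lysis inhibition, versus mean bacterial control, above a set limit; inconclusive = no clear call, values can overlap the other calls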;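 also: capsule biogenesis inhibitors block K1F phage lysis so surviving cells raise fluorescence; higher fluorescence means more inhibition of phage lysis; actives were called in the ten point dose series up to 300 µM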
# T cell modulator vesicle-bound %: second read-out of T cell modulator, no call of its own (marks repeat the call); double positive events, %; measured here: CD8+ vesicle-bound cell fraction;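 binding gate set so that unloaded-vesicle control wells show 10% double positive cells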
# The depositor's hits bear a star; i = inactive; ? = inconclusive; nt = not tested or not shown; & = joins results of further samples; [ ] = remark or other dose. Rule as the data show it, unless noted: active = inhibition above about 50%; inactive = the rest.
SMILES,PMI inhibitors,T cell modulator,T cell modulator vesicle-bound %,TNAP activators,West Nile virus CPE,P. falciparum M17LAP,PMI inhibition,M1AAP inhibition,RSV CPE inhibition,K1F lysis inhibition
O=C(Nc1ccc2c(c1)OCO2)C1CCN(C(=O)c2ccc(Cl)cc2)CC1,8%,i,20,1.1,-0.5%,1%,9%,-1%,3.9%,-1.5%
Cc1ccc(S(=O)(=O)N(C)C)cc1-n1c(SCC(=O)N(C)C)nc2ccccc2c1=O,-7%,i,42,1.1,-0.3%,10%,-7%,3%,1.1%,-1.0%[50 µM]
C=CCNC(=O)CN(CCc1ccccc1)S(=O)(=O)c1ccccc1,nt,i,22,nt,-1.1%,nt,nt,nt,2.0%,0.1%
Cc1c(-c2ccc(/C=N/NC(=O)C(=O)Nc3ccccc3F)o2)cccc1[N+](=O)[O-],nt,i,34,nt,0.5%,9%,nt,9%,nt,nt
Cc1c(-c2csc(N)n2)cnn1C,-5%,i,34,1.2,-0.3%,-10%,12%,-2%,-1.8%,0.1%
CC(=O)NCC1CCCN(Cc2cn(-c3ccccc3)nc2-c2ccc3c(c2)OCO3)C1 (stereo not drawn),1%,i,34,1.1,0.7%,-1%,0%,8%,-1.3%,0.2%
O=C1CCCc2[nH]c3cccc(/C(=C/c4ccccc4)c4ccccc4)c3c21,nt,i,24,nt,-0.9%,nt,nt,nt,13%,0.8%
O=C(NO)c1ccc(OC(F)F)cc1,-37%,i,16,1.1,nt,62%,-69%,19%,1.8%,-0.5%[50 µM]
CCCCNC(=O)c1cc2c(-c3ccc(Cl)cc3)nn(C)c2s1,15%,i,56,1.1,-0.2%,-7%,10%,13%,1.1%,-4.7%
CCOc1ccc(N2C(=O)CC(NCCc3c[nH]c4ccccc34)C2=O)cc1 (stereo not drawn),-5%,i,35,1.1,0.8%,8%,-5%,7%,0.1%,0.7%
Cc1ccc(CNC(=O)N2CCN(C)CC2)cc1,-15%,i,12,1,1.3%,15%,-17%,-1%,1.8%,1.5%[50 µM]
Cc1ccc(S(=O)(=O)N/N=C/c2cccs2)cc1,-30%,i,58,1.2,0.0%,1%,-6%,0%,0.8%,0.1%

# Just PMI inhibition, RSV CPE inhibition and P. falciparum M17LAP (2 entries from above):
compound	PMI inhibition	RSV CPE inhibition	P. falciparum M17LAP
Cc1ccc(CNC(=O)N2CCN(C)CC2)cc1	-17%	1.8%	15%
Cc1ccc(S(=O)(=O)N/N=C/c2cccs2)cc1	-6%	0.8%	1%

# Additional compounds
SMILES,PMI inhibitors,T cell modulator,T cell modulator vesicle-bound %,TNAP activators,West Nile virus CPE,P. falciparum M17LAP,PMI inhibition,M1AAP inhibition,RSV CPE inhibition,K1F lysis inhibition
Cc1onc(-c2ccccc2)c1C(=O)N1CCN(Cc2ccccc2)CC1,nt,i,20,nt,-0.9%,nt,nt,nt,1.7%,0.7%[50 µM]
Cc1ccc(OCC(=O)OC2CCS(=O)(=O)C2)cc1 (stereo not drawn),-6%,i,29,1.1,-0.1%,1%,-2%,5%,0.6%,0.1%
O=C(CCl)c1ccc2c(c1)CCN2C(=O)C1CCCCC1,-2%,i,35,1.2,nt,28%,-3%,0%,4.5%,0.0%
CCN(CC)S(=O)(=O)c1ccc2c(c1)c(C(=O)O)cn2C,-1%,i,15,1,1.3%,1%,1%,0%,1.2%,0.1%
CCC(=O)Nc1nc(C)cc(SCC(=O)OC)n1,3%,i,30,1.1,0.7%,0%,2%,2%,0.1%,0.3%[50 µM]
COCCOC1CCN(C(=O)C2CCC(=O)N(Cc3cccc(F)c3)C2)CC1 (stereo not drawn),nt,i,15,nt,-0.2%,nt,nt,nt,0.1%,0.1%
CCCCC(=O)Nc1ccc(C(=O)NCc2ccncc2)cc1,16%,i,56,1.1,-0.5%,-1%,15%,11%,-0.6%,-0.2%
O=C(OCC(=O)C12CC3CC(CC(C3)C1)C2)c1cccnc1,8%,i,47,1.1,0.2%,-1%,14%,-5%,1.3%,-1.0%
C=CCc1ccccc1OCC(O)CN1CCN(CCN2C(=O)c3cccc4cccc(c34)C2=O)CC1 (stereo not drawn),-24%,i,40,0.9,-0.4%,-12%,-41%,4%,16%,0.2%
COc1cc(C2/C(=C(\O)c3ccc4c(c3)CC(C)O4)C(=O)C(=O)N2CCN2CCOCC2)cc(OC)c1OC (stereo not drawn),nt,i,61,nt,-0.4%,nt,nt,nt,1.3%,1.3%[50 µM]
COC(=O)C1=C(C)N(Cc2ccco2)C(=O)N[C@@H]1c1ccco1,nt,i,30,nt,-0.4%,nt,nt,nt,0.8%,-0.1%
COC(=O)c1c(C)oc2ccc(N(C(=O)c3ccncc3)S(=O)(=O)c3ccc(C)cc3)cc12,16%,i,40,1.1,0.5%,4%,4%,2%,2.7%,0.3%
CCOC(=O)c1sc(NC(=O)c2cc(-c3ccccc3)nc3ccccc23)c(C#N)c1C,79%*,i,27,1.1,-0.3%,-7%,32%,1%,?,0.3%
CCOc1ncccc1C(=O)OCC(=O)Nc1ccc(C)c(S(=O)(=O)N(C)C)c1,2%,i,4,1.1,-0.1%,3%,6%,11%,-1.0%,-0.3%
FC(F)(F)c1cnc(Oc2cccc3ccccc23)c(Cl)c1,8%,i,9,1.1,0.2%,0%,11%,7%,1.7%,-1.2%
CCN(C(=O)COC(=O)c1cccnc1Nc1cccc(C(F)(F)F)c1)C1CCS(=O)(=O)C1 (stereo not drawn),5%,i,27,1.1,-1.7%,-4%,0%,5%,4.5%,3.8%
O=C(CN1CCCC1)Nc1ccc([N+](=O)[O-])cc1,-2%,i,18,1.1,1.4%,2%,-2%,2%,0.3%,0.4%
CCOC(=O)CC(=O)CSC1=C(C#N)C(c2ccccc2OC)CC(=O)N1 (stereo not drawn),11%,i,55,1.1,0.5%,4%,7%,10%,3.2%,4.5%
COc1ccc(OCCSc2n[nH]c(N)n2)cc1,-4%,i,31,1,0.0%,23%,-4%,5%,0.9%,0.2%
NS(=O)(=O)c1cccnc1Nc1cccc(C(F)(F)F)c1,15%,i,51,0.9,-0.4%,-4%,13%,-5%,11%,-1.2%
CC1CC(NC(=O)c2cnc3n(c2=O)CCS3)CC(C)(C)C1 (stereo not drawn),nt,i,47,nt,-0.4%,0%,nt,5%,0.0%,0.0%
CC(NC(=O)Cc1ccc(F)cc1)c1ccc(F)cc1 (stereo not drawn),2%,i,40,1.1,1.2%,-1%,0%,5%,-0.5%,0.2%
Cc1cccc(N2CCN(S(=O)(=O)c3ccc4c(c3)CCCN4C(=O)C3CCC3)CC2C)c1 (stereo not drawn),nt,i,4,nt,1.1%,nt,nt,nt,?,0.4%
CCOC(=O)N1CCN(C(=O)c2nn(-c3ccc(C)cc3)c(=O)c3c2c2ccccc2n3C)CC1,6%,i,34,1.1,nt,0%,3%,6%,4.0%,-1.0%
CC(=O)NC(CCS(C)(=O)=O)C(=O)Nc1cccc(C)c1C (stereo not drawn),1%,i,31,1.1,0.3%,-6%,-1%,5%,3.1%,-1.6%
Cn1ccc(C(=O)OCC(=O)Nc2cccc(Cl)c2)n1,nt,i,14,nt,0.4%,nt,nt,nt,-0.3%,0.2%
Cc1c(CN2CCCCC2)c(O)n(CCO)c(=O)c1C#N,27%,i,60,1,0.6%,10%,nt,-2%,1.0%,0.1%
CN1C2=NCCN2C(=O)c2cc(Cl)ccc21,nt,i,40,nt,0.1%,-5%,nt,2%,9.3%,-1.3%
CCC(=O)Nc1nc2cc(OC)ccc2s1,-8%,i,46,1.2,0.0%,8%,-5%,-2%,1.1%,-0.2%
O=[N+]([O-])c1ccc(COc2ccc(Br)cc2CN2CCOCC2)cc1,8%,i,22,1.1,0.1%,-5%,12%,-1%,1.8%,0.1%
CC(C)C(c1nnnn1CCc1ccccc1)N1CCC(C(N)=O)CC1 (stereo not drawn),0%,i,51,1.1,0.0%,5%,-3%,7%,-1.4%,-0.6%
O=C(Nc1ccc(N2CCOCC2)nc1)c1ccc(F)cc1,1%,i,32,1.1,-0.5%,11%,1%,1%,3.9%,1.0%
Cc1nc(C(=O)NCCCO)cc2c1[nH]c1ccccc12,nt,i,22,nt,-0.5%,nt,nt,nt,5.2%,0.0%
Cc1cccc(/C=N\N=C\c2cccc(C)c2)c1,nt,i,61,nt,0.3%,nt,nt,nt,1.1%,0.3%
O=C(COc1ccc(Br)cc1)NCc1cn2ccccc2n1,nt,i,38,nt,0.0%,5%,nt,4%,1.1%,-0.2%
Cn1c(C(=O)N2CCCC(C(=O)NCCCc3ccccc3)C2)cc2sccc21 (stereo not drawn),19%,i,13,1.1,-0.7%,8%,15%,8%,3.0%,-0.3%
COC(=O)c1ccccc1NC(=O)N1CCN(c2ccccc2)CC1,3%,i,29,1.1,-0.4%,-5%,0%,-3%,1.9%,0.0%
O=C(Nc1nc2cc3c(cc2s1)OCO3)C1=COCCO1,4%,i,21,1,0.0%,-6%,25%,3%,1.3%,0.4%
Cc1cccc(C)c1NC(=O)CS(=O)CC(=O)NC1CCCc2ccccc21 (stereo not drawn),0%,i,41,1.1,-0.7%,-6%,0%,0%,1.7%,0.6%
C=CCn1c(C(c2ccccc2)c2ccccc2)n[nH]c1=S,12%,i,34,1.1,-0.5%,4%,9%,-5%,0.5%,1.2%
CC(=O)c1ccc(NC(=O)CS(=O)(=O)c2cn(CC(=O)N3CCOCC3)c3ccccc23)cc1,nt,i,50,nt,0.8%,nt,nt,nt,1.1%,0.6%[50 µM]
CC(C)(C)c1csc(NC(=O)Cc2cccs2)n1,-10%,i,51,1.1,-0.8%,-5%,6%,0%,-2.4%,0.0%
CN(Cc1ccccc1)C(=O)C1CCCN(c2ncnc3c2nc2n3CCCCC2)C1 (stereo not drawn),nt,i,40,nt,0.8%,nt,nt,nt,8.7%,0.5%
COc1ccccc1C(=O)Nc1ccc(C(=O)O)cc1,-14%,i,31,1.1,0.4%,6%,-14%,-3%,1.9%,0.7%
Cc1ccc(Cl)cc1NC1=C/C(=N\S(=O)(=O)c2cccs2)c2ccccc2C1=O,26%,i,34,0.8,-1.9%,-8%,16%,3%,-3.8%,-1.0%&0.3%
COc1ccc(NC(=O)c2cc(S(=O)(=O)N3CCc4ccccc43)cn2C)cc1OC,nt,i,33,nt,0.1%,nt,nt,nt,1.6%,-0.5%
